Tau fibril ThT – blocks human tau fibril formation measured by thioflavin T; AID 1460; recombinant tau K18 P301L, heparin-induced fibrillization, ThT fluorescence; P10636; Potency, µM (top dose mostly 57.4 µM), for the others: at the top dose activity, negative = inhibition, most hits filed as inhibitors; 2.1% of 270,000 active; further: nearly all actives have a fitted effect of over 55% in size
Target sequence (P10636 561-689 P618L limits assumed): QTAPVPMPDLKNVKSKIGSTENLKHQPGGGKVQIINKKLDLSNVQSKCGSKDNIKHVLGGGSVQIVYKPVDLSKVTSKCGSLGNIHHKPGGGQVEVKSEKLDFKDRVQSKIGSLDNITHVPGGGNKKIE
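Recombinant human tau K18 fragment […] carrying P301L, 15 uM unlabeled plus 0.24 uM Alexa 594-labeled, was fibrillized with 20 uM heparin in 100 mM sodium acetate pH 7 for 6 hr at 37 C; 30 uM ThT fluorescence read after 1 hr.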
TR SRC2 fluor cs – Texas Red fluorescence interference in TRb-SRC2 counter-screen. TRb/SRC2 Texas Red total fluorescence interference. Potency, µM (top dose mostly 106 µM), for the others: at the top dose fluorescence change, negative = quenching. 0.29% of 280,000 active. AID 1479; active means well fitted curve in either direction with a large enough effect; inconclusive means small, poorly fitted or top-dose-only effect
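Human TRb ligand-binding domain at 0.6 uM with 20 nM Texas Red SRC2 peptide in Tris buffer containing 1 uM T3 and 5% DMSO, incubated with compound 5 h at ambient temperature. Total fluorescence (555/632 nm) calculated as parallel + 2 × perpendicular.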
Tau fluor counter – counter-screen for tau fibril formation inhibitors; tau K18 P301L Alexa594 fluorescence, heparin fibrillization; Potency, µM (series often up to 57.7 µM), without a hit: at the highest dose activity change, negative = decrease; 0.93% of 280,000 active; AID 1463; further: nearly all actives have a fitted effect of over 55% in size
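Human tau K18 P301L (15 uM unlabeled, 0.24 uM Alexa 594-labeled) in 100 mM sodium acetate pH 7 with 20 uM heparin, 6 hr at 37 C. ThT 30 uM added, 1 hr ambient; Alexa 594 FP and total fluorescence read at 555/632 nm.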
aGal spleen mod – inhibitors or activators of human alpha-galactosidase in spleen homogenate | Potency, µM (titrated, usually from 80 µM), for inactives: at the top dose activity change, negative = inhibition, usual class: inhibitors | AID 2107 | 0.008% of 240,000 active | human spleen homogenate, 4MU-alpha-Gal fluorescence, 40 min;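 further: 0% = enzyme with vehicle and -100% = no enzyme basal signal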
Target sequence (P06280 32-429 limits assumed): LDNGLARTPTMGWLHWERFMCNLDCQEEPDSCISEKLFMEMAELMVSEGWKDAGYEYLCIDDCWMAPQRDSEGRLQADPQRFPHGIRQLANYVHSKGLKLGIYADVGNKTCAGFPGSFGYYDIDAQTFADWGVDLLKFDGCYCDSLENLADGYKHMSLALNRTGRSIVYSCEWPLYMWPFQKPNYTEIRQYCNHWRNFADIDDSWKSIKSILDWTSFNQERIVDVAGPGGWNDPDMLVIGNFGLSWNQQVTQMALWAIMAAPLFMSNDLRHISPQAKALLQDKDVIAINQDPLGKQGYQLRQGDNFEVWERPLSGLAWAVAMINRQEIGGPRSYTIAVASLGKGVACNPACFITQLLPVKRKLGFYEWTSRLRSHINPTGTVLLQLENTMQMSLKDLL
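qHTS titration in buffer at pH 5.0. Alpha-galactosidase activity in spleen homogenate was measured via 4-methylumbelliferone release from 1 mM fluorogenic substrate after 40 min at 37C and a pH 10 stop. AC50 came from Hill fits of control-normalized data.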
ALDH1A1 inh – inhibitors of human aldehyde dehydrogenase 1A1; Potency, µM (series often up to 75.3 µM), inactives show at the top dose activity, negative = inhibition, most hits filed as inhibitors; AID 1030; Purified ALDH1A1, NADH fluorescence, propionaldehyde substrate; 7.3% of 220,000 active; P00352; active means well fitted inhibition curve with a large enough effect, not every such curve was filed as active; inconclusive means small, poorly fitted or top-dose-only effect, or another doubt; inactive means no such curve, though single readings can be large or run the other way;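 further: plate controls were no enzyme wells and a reference inhibitor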
Target sequence (P00352 whole entry, looked up): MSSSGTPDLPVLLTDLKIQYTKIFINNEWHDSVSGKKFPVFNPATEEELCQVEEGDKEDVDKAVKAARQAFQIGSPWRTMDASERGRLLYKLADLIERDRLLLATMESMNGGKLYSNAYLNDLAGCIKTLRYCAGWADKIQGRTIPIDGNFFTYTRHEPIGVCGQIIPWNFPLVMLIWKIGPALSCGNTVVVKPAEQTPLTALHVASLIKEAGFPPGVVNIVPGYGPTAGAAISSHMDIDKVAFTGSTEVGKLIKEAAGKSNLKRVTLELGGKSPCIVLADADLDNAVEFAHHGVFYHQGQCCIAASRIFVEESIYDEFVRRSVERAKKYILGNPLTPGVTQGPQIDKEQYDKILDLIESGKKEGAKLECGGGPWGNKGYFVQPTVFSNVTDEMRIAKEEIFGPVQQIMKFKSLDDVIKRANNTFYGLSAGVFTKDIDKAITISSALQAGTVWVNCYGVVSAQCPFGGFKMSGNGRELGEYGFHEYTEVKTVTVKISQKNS
Tau fibril FP – inhibitors of human tau fibril formation | P10636 | Potency, µM (top dose mostly 57.7 µM), without a hit: at the highest dose activity, negative = inhibition, hits mostly inhibitors | AID 1468 | 0.39% of 280,000 active | K18 P301L tau heparin fibrillization, Alexa594 FP, 6 h; further: nearly all actives have a fitted effect of over 55% in size
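FP of Alexa 594-tau after heparin (20 uM) induction. Substrate: human K18 P301L, 15 uM unlabeled, 0.24 uM labeled. Buffer 100 mM sodium acetate pH 7. 6 hr, 37 C.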
L3MBTL1 block – blocks human L3MBTL1; Q9Y468; AlphaScreen L3MBTL1–H3K9me1 peptide binding; Potency, µM (titrated, usually from 57.1 µM), for inactives: at the highest dose activity, negative = inhibition, usual class: inhibitors; 0.66% of 230,000 active; AID 485360; further: nearly all actives have a fitted effect of over 60% in size
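L3MBTL1 (50 nM) pre-complexed 30 min with biotinylated H3(1-15)K9me1 peptide (75 nM), then compounds added for 30 min at room temperature; AlphaScreen streptavidin donor/nickel chelate acceptor beads (10 ug/mL final) read after 30 min dark incubation.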
TRb SRC2 PPI – disrupts binding of human TR beta to SRC2; Potency, µM (doses to about 106 µM), for the others: at the highest dose activity change, negative = inhibition, most hits filed as inhibitors; 0.065% of 280,000 active; TRbeta-SRC2 peptide binding, fluorescence polarization; receptor liganded with 1 µM T3; AID 1469;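 further: plate controls were bound peptide for no effect and peptide without receptor for full effect; nearly all actives have a fitted effect of over 50% in size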
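Fluorescence polarization of 20 nM Texas Red SRC2 peptide (20-aa NR interaction domain) bound to 0.6 uM human TRb ligand-binding domain, with 1 uM T3, after 5 hr at ambient temperature; inhibition seen as decreased polarization.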
* hit, by the source's call; & = joins results of further samples; [ ] = another dose, or the depositor's remark. Unless noted, the call rests on the fitted dose curve; in most records, active means well fitted curve in the direction sought with a large enough effect; inconclusive means small, poorly fitted or top-dose-only effect, or another doubt; inactive means no such curve, though single readings can be large; an effect the other way counts as inactive or inconclusive. Unless noted, on the % scale 0 is the no-effect control and ±100 the full control effect; potency means the concentration at half of the fitted maximal effect. The list is partial, so the mix of outcomes need not match the whole.

How did C/C(CC(c1ccccc1)c1c(O)c2ccccc2oc1=O)=N\NC(N)=S (stereo unspecified) do in these assays?
Tau fibril ThT: -12.4%; TR SRC2 fluor cs: -6.4%; Tau fluor counter: -9.3%; aGal spleen mod: 0.8%; ALDH1A1 inh: inconclusive; Tau fibril FP: -0.7%; L3MBTL1 block: 3.8%; TRb SRC2 PPI: -7.4%

Results for O=C1NC(=O)N(CCc2ccc(F)cc2)C(=O)/C1=C/c1ccco1 ?
Tau fibril ThT: 10µM*; TR SRC2 fluor cs: 11.7%; Tau fluor counter: inconclusive; aGal spleen mod: 1.2%; ALDH1A1 inh: 2.51µM*; Tau fibril FP: inconclusive; TRb SRC2 PPI: 22.4%

Results for C[N+](C)(C)CC#CCN1CCCC1=O ?
Tau fibril ThT: -15.5%&-3.6%; TR SRC2 fluor cs: 1.8%&0.1%; Tau fluor counter: -17.3%&-4.3%; aGal spleen mod: -26.9%&3.1%; ALDH1A1 inh: 0.5%; Tau fibril FP: 2.3%&-6.2%; TRb SRC2 PPI: 14.1%&-2.8%

Results for N#CCCn1cc(C(=O)O)c(-c2cccc([N+](=O)[O-])c2)n1 ?
Tau fibril ThT: -5.0%; TR SRC2 fluor cs: -1.6%; Tau fluor counter: -7.8%; aGal spleen mod: -2.4%; ALDH1A1 inh: -12.0%; Tau fibril FP: -2.3%; L3MBTL1 block: -15.2%; TRb SRC2 PPI: -2.1%

Results for COC(=O)C1=CO[C@@H](C)[C@@H]2CN3CC[C@]4(C(=O)Nc5ccccc54)[C@@H]3C[C@H]12 ?
Tau fibril ThT: -11.9%; TR SRC2 fluor cs: -4.0%; Tau fluor counter: -15.4%; aGal spleen mod: 0.0%; ALDH1A1 inh: inconclusive; Tau fibril FP: 0.0%; L3MBTL1 block: 0.2%; TRb SRC2 PPI: -6.6%

Results for CN(C)CCN(Cc1ccccc1)c1ccnc(N(C)C)c1C#N ?
Tau fibril ThT: 4.7%; TR SRC2 fluor cs: -4.7%; Tau fluor counter: 2.4%; aGal spleen mod: -7.9%; ALDH1A1 inh: inconclusive; Tau fibril FP: -1.0%; L3MBTL1 block: -1.2%; TRb SRC2 PPI: -1.5%

How did CC1(c2ccc(Cl)cc2Cl)OCC(Cn2cncn2)O1 (stereo unspecified) do in these assays?
Tau fibril ThT: -8.1%; TR SRC2 fluor cs: -2.3%; Tau fluor counter: -4.6%; aGal spleen mod: 3.6%; ALDH1A1 inh: -1.1%; Tau fibril FP: -1.3%; L3MBTL1 block: 1.2%; TRb SRC2 PPI: 1.6%

What do the screens show for `CCOP(=O)(OCC)c1nc(-c2cccc3ccccc23)oc1N1CCCCC1`?
Tau fibril ThT: inconclusive; TR SRC2 fluor cs: -0.3%; Tau fluor counter: -15.5%; aGal spleen mod: inconclusive; ALDH1A1 inh: inconclusive; Tau fibril FP: 5.0%; TRb SRC2 PPI: -5.0%

How did CCn1c(O)c(/C=N/N2CCOCC2)c(=O)n(CC)c1=S do in these assays?
Tau fibril ThT: inconclusive; TR SRC2 fluor cs: 1.9%; Tau fluor counter: -10.3%; aGal spleen mod: 9.9%; ALDH1A1 inh: -6.3%; Tau fibril FP: -9.4%; L3MBTL1 block: -1.3%; TRb SRC2 PPI: 4.3%

Results for Cn1cc(C(=O)C(=O)N[C@H]2CN3CCC2CC3)c2ccccc21 ?
Tau fibril ThT: -1.3%&-2.0%; TR SRC2 fluor cs: -2.1%&0.5%; Tau fluor counter: -9.4%&-2.7%; aGal spleen mod: -5.8%&2.1%; ALDH1A1 inh: -0.8%&-3.8%; Tau fibril FP: -5.2%&-10.4%; TRb SRC2 PPI: 6.1%&-3.5%

Random excerpt: 2 compounds from above, in no set order.
What do the screens show for `CCOP(=O)(OCC)c1nc(-c2cccc3ccccc23)oc1N1CCCCC1`?
Tau fibril ThT: inconclusive; TR SRC2 fluor cs: -0.3%; Tau fluor counter: -15.5%; aGal spleen mod: inconclusive; ALDH1A1 inh: inconclusive; Tau fibril FP: 5.0%; TRb SRC2 PPI: -5.0%

How did CCn1c(O)c(/C=N/N2CCOCC2)c(=O)n(CC)c1=S do in these assays?
Tau fibril ThT: inconclusive; TR SRC2 fluor cs: 1.9%; Tau fluor counter: -10.3%; aGal spleen mod: 9.9%; ALDH1A1 inh: -6.3%; Tau fibril FP: -9.4%; L3MBTL1 block: -1.3%; TRb SRC2 PPI: 4.3%

(more compounds)
Results for Cc1cc2ccccc2c(=O)n1CC(=O)NCC(=O)N1CCC2(CC1)OCCO2 ?
Tau fibril ThT: -4.1%; TR SRC2 fluor cs: -2.6%; Tau fluor counter: -5.4%; aGal spleen mod: -0.8%; ALDH1A1 inh: inconclusive; Tau fibril FP: 1.5%; L3MBTL1 block: 11.3%; TRb SRC2 PPI: 1.4%

How did Cc1c(C(=O)O)cccc1-n1c(C)cc(/C=C2\C(=O)NC(=O)N(c3ccc4c(c3)OCO4)C2=O)c1C do in these assays?
Tau fibril ThT: inconclusive; TR SRC2 fluor cs: 2.4%; Tau fluor counter: -12.4%; aGal spleen mod: 6.9%; ALDH1A1 inh: inconclusive; Tau fibril FP: -6.9%; L3MBTL1 block: 14.1µM*; TRb SRC2 PPI: -7.6%

What do the screens show for `O=C(CCCN1CCC2(CC1)C(=O)N(Cc1cccc(F)c1)CN2c1ccccc1)c1ccc(F)cc1`?
Tau fibril ThT: inconclusive; TR SRC2 fluor cs: 0.7%&-0.8%; Tau fluor counter: inconclusive; aGal spleen mod: 12.0%&-11.3%; ALDH1A1 inh: -4.2%&2.9%; Tau fibril FP: -7.8%&-5.3%; TRb SRC2 PPI: 0.6%&-5.4%

How did COc1ccc(-c2nc(CN3C(=O)CN=C(c4ccccc4)c4cc(Cl)ccc43)c(C)o2)cc1 do in these assays?
Tau fibril ThT: 3.6%; TR SRC2 fluor cs: -0.3%; Tau fluor counter: 3.1%; Tau fibril FP: 3.1%; TRb SRC2 PPI: 3.0%

What do the screens show for `C=C1[C@@H](C)[C@H]2[C@H](Cc3ccccc3)NC(=O)[C@]23OC(=O)/C=C/[C@H](O)CCC[C@@H](C)C/C=C/[C@H]3[C@@H]1O`?
Tau fibril ThT: -6.0%&4.6%; TR SRC2 fluor cs: -0.9%&-0.6%&-1.8%; Tau fluor counter: -4.5%&6.7%; aGal spleen mod: 4.7%&3.6%&17.1%; ALDH1A1 inh: -6.6%; Tau fibril FP: 0.7%&-5.1%; TRb SRC2 PPI: -2.3%&-1.5%&3.9%

Results for O=C(/C=C/C=C/c1ccccc1)CC1(O)C(=O)Nc2ccccc21 (stereo unspecified) ?
Tau fibril ThT: -1.5%; TR SRC2 fluor cs: -2.6%; Tau fluor counter: -6.8%; aGal spleen mod: -1.6%; ALDH1A1 inh: inconclusive; Tau fibril FP: -11.7%; TRb SRC2 PPI: 5.4%

What do the screens show for `COc1ccc2c(c1)C13CCCC[C@@H]1C(C2)N(C)CC3` (stereo partly specified)?
Tau fibril ThT: 11.6%; TR SRC2 fluor cs: 0.8%&0.0%; Tau fluor counter: 8.8%; aGal spleen mod: 0.9%; ALDH1A1 inh: -4.9%[20.9 µM]; Tau fibril FP: -0.5%; TRb SRC2 PPI: -1.1%&-10.4%

How did COc1ccc(-n2c(O)c(/C(C)=N/N3CCCCCC3)c(=O)[nH]c2=O)cc1 do in these assays?
TR SRC2 fluor cs: -0.9%; Tau fluor counter: 10.0%; aGal spleen mod: -10.5%; Tau fibril FP: -2.2%; TRb SRC2 PPI: -2.3%

Results for CCC(=NCc1cccnc1)c1c(O)n(-c2ccc(Cl)cc2)c(=O)[nH]c1=O ?
Tau fibril ThT: -8.9%; TR SRC2 fluor cs: -0.9%; Tau fluor counter: -10.2%; aGal spleen mod: 0.2%; Tau fibril FP: -11.6%; L3MBTL1 block: 5.1%; TRb SRC2 PPI: 9.2%

How did O=C(Cc1ccccc1)N1CCN(Cc2ccc([N+](=O)[O-])cc2)CC1 do in these assays?
Tau fibril ThT: -2.9%; TR SRC2 fluor cs: 1.5%; Tau fluor counter: 2.8%; aGal spleen mod: -6.0%; ALDH1A1 inh: inconclusive; Tau fibril FP: -0.3%; L3MBTL1 block: -2.2%; TRb SRC2 PPI: -9.3%

How did COc1cc2c(cc1O)C(CCc1ccc(Cl)cc1)N(C)CC2 (stereo unspecified) do in these assays?
Tau fibril ThT: -7.4%; TR SRC2 fluor cs: -2.6%; Tau fluor counter: -4.9%; aGal spleen mod: 1.4%; ALDH1A1 inh: -4.7%; Tau fibril FP: 6.3%; TRb SRC2 PPI: -2.5%

How did COC(=O)c1cc(C(O)(C(=O)OC)C(F)(F)F)c(/N=C/N(C)C)s1 (stereo unspecified) do in these assays?
Tau fibril ThT: -10.5%; TR SRC2 fluor cs: -2.4%; Tau fluor counter: -2.8%; aGal spleen mod: 0.2%; ALDH1A1 inh: -7.4%; Tau fibril FP: -0.4%; L3MBTL1 block: 5.0%; TRb SRC2 PPI: 0.2%

What do the screens show for `CCCCCCn1c(=O)c(C(=O)Nc2ccncc2)c(O)c2ccccc21`?
Tau fibril ThT: -3.7%; TR SRC2 fluor cs: 0.6%; Tau fluor counter: -0.6%; aGal spleen mod: -2.5%; ALDH1A1 inh: -6.9%; Tau fibril FP: -7.3%; TRb SRC2 PPI: -3.8%

How did CC(Cc1ccccc1)[n+]1cc(/N=C(\[O-])N(C)C)on1 (stereo unspecified) do in these assays?
Tau fibril ThT: -2.6%; TR SRC2 fluor cs: -0.5%; Tau fluor counter: 1.1%; aGal spleen mod: -23.4%; ALDH1A1 inh: -2.1%; Tau fibril FP: 1.1%; L3MBTL1 block: 15.4%; TRb SRC2 PPI: -9.8%

Results for CC(C)=CCC[C@]1(C)[C@@H](CC=C(C)C)C[C@@]2(CC=C(C)C)C(=O)[C@]1(C(=O)C(C)C)C(=O)C(CC=C(C)C)=C2O ?
Tau fibril ThT: inconclusive; TR SRC2 fluor cs: -0.4%; Tau fluor counter: inconclusive; aGal spleen mod: -1.9%; ALDH1A1 inh: -11.6%; Tau fibril FP: -0.1%; TRb SRC2 PPI: 10.3%

How did O=c1cc(O)c2ccccc2[nH]1 do in these assays?
Tau fibril ThT: 0.1%; TR SRC2 fluor cs: -2.3%; Tau fluor counter: 1.3%; aGal spleen mod: 0.5%; ALDH1A1 inh: -10.2%; Tau fibril FP: 2.3%; L3MBTL1 block: -3.2%; TRb SRC2 PPI: -0.8%

Screens: PubChem BioAssay, National Center for Advancing Translational Sciences (NCATS)
